# Screening data from PubChem.
# USP28 block: inhibitors of human USP28 deubiquitinase. purified USP28, Ub-rhodamine cleavage fluorescence, 30 min. AID 1645857. hit rate 3% among 47,000. inhibition, % at 25 µM
# USP17 inh: human USP17-like deubiquitinase inhibition; A8MUK1; purified USP17, Ub-rhodamine cleavage fluorescence, 3 h; inhibition, % at 50 µM; hit rate 6.5% among 47,000; AID 1645855
# Target sequence (A8MUK1 whole entry, looked up): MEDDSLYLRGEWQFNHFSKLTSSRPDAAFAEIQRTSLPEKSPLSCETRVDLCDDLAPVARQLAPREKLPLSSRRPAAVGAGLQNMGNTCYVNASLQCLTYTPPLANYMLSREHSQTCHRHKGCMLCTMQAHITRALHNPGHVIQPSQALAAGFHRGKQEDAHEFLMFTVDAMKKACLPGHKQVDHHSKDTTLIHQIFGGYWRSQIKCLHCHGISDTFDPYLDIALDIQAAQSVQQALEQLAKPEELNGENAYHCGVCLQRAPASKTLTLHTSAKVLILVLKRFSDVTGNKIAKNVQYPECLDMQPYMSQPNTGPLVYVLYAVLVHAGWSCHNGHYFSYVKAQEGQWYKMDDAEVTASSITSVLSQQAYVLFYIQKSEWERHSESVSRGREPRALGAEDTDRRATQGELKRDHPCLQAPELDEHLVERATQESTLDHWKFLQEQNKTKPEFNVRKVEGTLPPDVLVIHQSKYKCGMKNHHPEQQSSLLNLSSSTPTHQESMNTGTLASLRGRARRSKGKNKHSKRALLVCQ
# USP10 inh: inhibitors of human USP10 deubiquitinase; hit rate 1.1% among 47,000; AID 1645856; Q14694; purified USP10, Ub-rhodamine fluorescence, 60 min; inhibition, % at 20 µM
# USP30 block: human USP30 deubiquitinase inhibition. purified USP30, Ub-rhodamine cleavage fluorescence. hit rate 5.3% among 47,000. AID 1645860. Q70CQ3. inhibition, % at 25 µM
# OTUD3 block: human OTUD3 deubiquitinase inhibition; Q5T2D3; purified OTUD3, Ub-rhodamine fluorescence, 2 h; inhibition, % at 25 µM; hit rate 0.7% among 47,000; AID 1645858
# Target sequence (Q5T2D3 whole entry, looked up): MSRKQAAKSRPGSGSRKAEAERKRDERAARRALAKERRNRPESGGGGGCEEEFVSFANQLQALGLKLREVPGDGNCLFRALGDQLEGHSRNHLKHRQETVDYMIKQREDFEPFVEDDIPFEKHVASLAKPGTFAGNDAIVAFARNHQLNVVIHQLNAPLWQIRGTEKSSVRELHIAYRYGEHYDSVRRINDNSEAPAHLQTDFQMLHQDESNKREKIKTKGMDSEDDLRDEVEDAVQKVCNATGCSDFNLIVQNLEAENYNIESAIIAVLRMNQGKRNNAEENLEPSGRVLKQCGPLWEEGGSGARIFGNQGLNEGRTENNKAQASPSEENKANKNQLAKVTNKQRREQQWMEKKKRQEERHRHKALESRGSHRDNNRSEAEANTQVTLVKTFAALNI
# UCHL1 inh: inhibitors of human UCHL1 deubiquitinase; P09936; purified UCHL1, Ub-rhodamine cleavage fluorescence; inhibition, % at 20 µM; hit rate 0.2% among 47,000; AID 1645859
# USP7 inh: human USP7 deubiquitinase inhibition; purified USP7, Ub-rhodamine cleavage fluorescence; AID 1645854; inhibition, % at 20 µM; hit rate 0.3% among 47,000; Q93009
# USP8 block: inhibitors of human USP8 deubiquitinase | P40818 | purified USP8, Ub-rhodamine cleavage fluorescence, 30 min | inhibition, % at 20 µM | hit rate 4.2% among 47,000
# * hit, by the source's call; i = inactive; / = no result given. Rule as the data show it: active = inhibition above about 30%; inactive = the rest. Hits appear at their usual frequency (roughly 13% active in at least one column).
USP28 block	USP17 inh	USP10 inh	USP30 block	OTUD3 block	UCHL1 inh	USP7 inh	USP8 block	Structure
-15	8	2	-7	-2	-1	5	0	O=C(Nc1cc(=O)[nH]c2nc(Cc3ccccc3)nn12)c1ccc(F)cc1
7	-4	0	21	8	0	2	-59	COc1ccccc1-c1ccccc1CC1CN(Cc2cnn(C)c2)CCNC1=O (centres undefined)
0	0	10	17	1	7	3	9	CCC(C(=O)N1CC(=O)Nc2ccc(C)cc2C1c1ccc(F)cc1)c1ccccc1 (centres undefined)
-14	-12	0	-19	-7	-2	-1	-28	COc1ccccc1CC(=O)NCc1c(C)nc2sc(C)nn12
-8	-20	-10	-34	-9	-5	-5	-50	Nc1nc(N2CCOCC2)ncc1C(=O)NCc1ccccc1F
14	21	8	35*	15	5	9	22	Cc1oc(-c2ccc(Cl)cc2)cc1C(=O)Nc1ccccc1
0	-13	4	-17	-4	1	-167	-6	O=C(Nc1nc2ccccc2s1)C1CC(=O)N(c2ccccc2)C1 (centres undefined)
-4	/	-2	-10	0	-1	1	-49	CCOc1ccc(N(C)C(=O)[C@H]2[C@@H]3C[C@@H]4[C@H]2C(=O)O[C@@H]4C3)cc1
19	4	1	38*	13	6	5	13	CC(O)CNc1ncnc2c1oc1nc(C(C)C)c3c(c12)CCC3 (centres undefined)
0	-7	9	7	-1	0	5	-2	CC1(C)CC(=O)C2=C(C1)SC(c1ccccc1)=CC2c1ccccc1 (centres undefined)
11	15	0	15	8	2	2	13	Cc1cc(C2CN(C(=O)c3ccc4c(c3)OCO4)CCO2)nc(C)n1 (centres undefined)
-13	-22	-3	-46	3	-1	-4	-26	COc1ccc(NC(=O)CCc2nc3ccccc3c(=O)[nH]2)cc1
2	2	2	0	-1	-1	-1	1	CN1[C@H]2CCN(C(=O)C3CC3)CC[C@@H]2Oc2ccccc2S1(=O)=O
4	6	2	11	0	2	3	12	Cc1cc2n(n1)CCC(=O)N2C(C)C(=O)NCc1ccc(F)cc1 (centres undefined)
-7	-2	-2	-5	-10	-1	-2	-2	CC(=O)NC(C)C(=O)N(c1ccc(C)cc1)C1(C(=O)Nc2ccccc2)CCCCC1 (centres undefined)
-1	20	0	-2	-7	-3	-4	2	CCOC(=O)C1=C(COc2ccccc2F)NC(=O)NC1C (centres undefined)
-10	4	0	-42	0	0	0	-24	CCc1ccc(CNC(=O)CN2C(=O)CSc3cccn3-c3ccccc32)cc1
-5	1	2	12	-1	2	5	4	Cc1noc(-c2ccc(SCC(=O)Nc3cccc(C)c3C)nc2)n1
-14	-19	-2	-35	-18	-2	-4	0	COc1ccc(CNC(=O)c2ccc(Cl)c(S(=O)(=O)N3CCOCC3)c2)cc1
6	-24	9	12	5	3	-17	-133	O=C(CC1C(=O)N(Cc2cccnc2)c2nc3ccccc3n21)Nc1cccc([N+](=O)[O-])c1 (centres undefined)
2	11	11	15	2	5	2	5	O=C1CC(c2ccc(F)cc2)Cc2nc(N3CCc4ccccc4C3)ncc21 (centres undefined)
4	5	0	13	9	0	-8	24	CCc1noc(C2(NC(=O)C3CCCC3)CCCCC2)n1
-1	-5	0	-7	0	-3	2	4	O=S(=O)(c1ccccc1F)N1CCC(n2cnnc2C2CC2)CC1
-9	-1	3	0	-3	-2	1	-31	CCN1C(=O)CCCC12CCCN(C(=O)c1ccccc1C)C2 (centres undefined)

# Next section, overlapping the part above by 5 compounds.
USP28 block	USP17 inh	USP10 inh	USP30 block	OTUD3 block	UCHL1 inh	USP7 inh	USP8 block	Structure
6	-24	9	12	5	3	-17	-133	O=C(CC1C(=O)N(Cc2cccnc2)c2nc3ccccc3n21)Nc1cccc([N+](=O)[O-])c1 (centres undefined)
2	11	11	15	2	5	2	5	O=C1CC(c2ccc(F)cc2)Cc2nc(N3CCc4ccccc4C3)ncc21 (centres undefined)
4	5	0	13	9	0	-8	24	CCc1noc(C2(NC(=O)C3CCCC3)CCCCC2)n1
-1	-5	0	-7	0	-3	2	4	O=S(=O)(c1ccccc1F)N1CCC(n2cnnc2C2CC2)CC1
-9	-1	3	0	-3	-2	1	-31	CCN1C(=O)CCCC12CCCN(C(=O)c1ccccc1C)C2 (centres undefined)
6	7	-2	2	7	-1	-7	-4	O=C(NCc1ccc(F)cc1)C1CCn2c(nc3ccccc32)C1 (centres undefined)
-4	2	-1	5	0	-2	0	-3	Cc1cccc(C(=O)N2CCC(Cc3cncc(-c4cncn4C)n3)CC2)n1
-9	-2	1	0	-2	-1	0	-23	CN(C)c1ccc(C(=O)NCc2nnc3ccccn23)cc1
4	1	1	5	-5	-2	-3	10	O=C1NC(c2ccccc2F)Nc2ccccc21 (centres undefined)
-205	-130	-11	i	-188	-39	-44	-60	CCOc1ccc(NC(=O)C2CCCN(c3cnc4nccnc4c3)C2)cc1 (centres undefined)
0	-4	2	-1	-3	-2	0	-1	Cc1nnc(-c2cnn(-c3ccccc3)c2N)n1CCc1ccccc1
-1	1	0	0	-8	-2	0	-2	Cc1cc2c(cc1S(=O)(=O)CCC(=O)NCc1ccc3c(c1)OCO3)OCC(=O)N2
-11	-37	-6	-65	-9	-2	-10	34*	c1ccc2oc(CN3CC[C@H](c4nnc(-c5ccncc5)o4)C3)cc2c1
-1	0	-3	-3	1	2	2	-7	CCOC(=O)c1noc2nc(C)n(Cc3nc(-c4ccc(OC)cc4)oc3C)c(=O)c12
-18	-20	-1	-38	-19	-2	-1	-37	O=C(N1CCOCC1)N1CCC2(CCCN(c3ncc(F)cn3)C2)C1 (centres undefined)
14	12	1	-20	1	1	8	26	Cc1nc(-c2ccc(C(=O)Nc3cccc(F)c3)cc2)cs1
12	-9	1	34*	14	2	7	-29	CCN(C(=O)c1cccc(-n2nc(C)cc2C)c1)[C@H]1C[C@@H](c2ccccc2)OC2(CCNCC2)C1
3	22	5	3	14	5	8	0	CC(C)CCN1[C@H]2CCN(c3ncc(F)cn3)CC[C@@H]2Oc2ccccc2S1(=O)=O
-3	-26	3	-1	4	0	3	-252	CC(=O)N1C[C@H]2C3(CCN(C(=O)c4cccnc4)CC3)CC[C@@]2(C(=O)N(C)C)C1
-13	-15	-3	-13	-5	-3	-8	-4	Cc1c(CNCc2ccc3c(c2)OCO3)c(C(=O)O)c(C)n1Cc1ccc(Cl)cc1
-16	-1	0	-10	-6	-2	-5	-6	Cc1ccc2scc(CC(=O)N3CCCC(c4[nH]nc5nccnc45)C3)c2c1 (centres undefined)
11	-5	0	1	-1	-1	-8	-8	Cn1c(COc2ccccc2)nnc1SCc1cc(=O)c2cccc(Cl)c2[nH]1
-6	-3	1	0	-5	0	-36	-1	O=C(CSc1nccn1C1CCCCC1)Nc1ccc(F)cc1F
14	-32	-1	-11	3	-1	-29	8	Cc1ccccc1CNC(=O)CCn1cnc2ccccc2c1=O
0	25	1	3	-5	1	-3	1	Cc1ccc(NC(=O)CSc2nncc3ccccc23)cc1
-4	-8	0	-20	-1	-4	0	-18	CC(NC(=O)c1cccc(N2C(=O)C(C)(C)CS2(=O)=O)c1)c1ccccc1 (centres undefined)
16	0	4	-9	-4	2	2	6	COc1ccc(NC(=O)CCC(=O)c2ccc3c(c2)OCCO3)cc1S(=O)(=O)Nc1ccc(Cl)cc1
-4	2	1	-8	-8	3	-1	-3	CCOc1ccc(NC(=O)CSc2nnc(Cc3cccn3C)n2CCc2ccccc2)cc1
6	25	9	28	6	4	9	17	O=C(CN1CCn2nc(-c3ccccc3)cc2C1=O)NCCc1ccc(Cl)cc1
-38	-37	-7	-103	-37	-6	-7	-24	CCc1cnc(N2CCC3(CC2)COc2ccccc2S(=O)(=O)N(CCOC)C3)nc1
-7	1	18	-29	-4	0	5	27	CC(C)Cc1csc2c1c(=O)n(C)c(=O)n2CC(=O)NCc1ccccc1
0	2	-2	18	0	2	0	11	CCOC(=O)[C@@H]1CN2CCN(C(=O)c3cccc(C#N)c3)C[C@@H]2[C@H]1c1ccccc1
-19	-19	-6	-23	-10	-3	-1	-21	O=C(NCCCN1CCCC1=O)c1cc(-c2ccc(F)cc2)nc2ccccc12
-158	-135	-6	i	-143	-24	-28	-181	Cc1nc(-c2cc(C(=O)N3CCC(N(C)C)CC3)c3ccccn23)cs1
8	8	0	17	10	3	12	19	CC(=O)NC1(c2ccc(F)cc2)CCN(CC(=O)NC2CCCC2)CC1
-20	0	-1	-107	-24	0	0	-37	CC(=O)c1ccc(N2CCN(C(=O)c3ccc4noc(-c5ccccc5)c4c3)CC2)cc1
3	4	-2	5	-2	0	3	10	O=C(N[C@H]1COC[C@@H]1N1CCCCC1)c1ccccc1
-4	0	-7	-4	2	1	4	0	Cc1cnc(C(=O)N2CCC3(CC2)CC(OCC2CC2)CO3)cn1 (centres undefined)
0	0	-1	0	-3	0	-4	-7	CCc1c(C)nc(SCC(=O)Nc2ccc(F)cc2F)[nH]c1=O
16	13	6	32*	18	6	10	11	O=C(NC1CCCc2ccccc21)c1cnn(-c2ccccc2)c1-n1cccc1 (centres undefined)
-27	23	-8	-69	-23	-5	1	18	Clc1ccc2[nH]c3c(N4CCSCC4)ncnc3c2c1

# Two entries from above, with tabs:
Compound	USP28 block	USP17 inh	USP10 inh	USP30 block	OTUD3 block	UCHL1 inh	USP7 inh	USP8 block
Cc1nc(-c2cc(C(=O)N3CCC(N(C)C)CC3)c3ccccn23)cs1	-158	-135	-6	i	-143	-24	-28	-181
Cc1cnc(C(=O)N2CCC3(CC2)CC(OCC2CC2)CO3)cn1 (centres undefined)	-4	0	-7	-4	2	1	4	0

# New compounds follow.
USP28 block	USP17 inh	USP10 inh	USP30 block	OTUD3 block	UCHL1 inh	USP7 inh	USP8 block	Structure
-15	-20	-8	-28	-7	-3	0	-342	Cc1noc(C)c1S(=O)(=O)N1CCN(Cc2ccncc2)CC1
/	-3	0	/	2	1	-10	0	O=C(Nc1cccc(F)c1)c1cc(CN2CCCC2)on1
-7	-8	-2	-11	-3	-5	-6	-12	O=C(Cn1ccc2ccccc21)NCc1ccccn1
17	30*	5	32*	24	1	5	5	COc1ccc(/C=C/c2cc(OC)cc(=O)o2)cc1
-6	19	1	10	-1	-3	-1	4	CN1C(=O)CO[C@H](c2ccc(NC(=O)c3cccc(C#N)c3)cc2)[C@H]1CO
12	20	7	14	3	5	5	15	Cc1ccc(S(=O)(=O)NCCc2nc(-c3cccc(-c4ccnn4C)c3)no2)cc1
-18	-9	-5	-35	-6	-7	-5	-4	COc1cc(C2c3c(oc4ccccc4c3=O)C(=O)N2c2ccccn2)ccc1OCc1ccccc1 (centres undefined)
-1	-3	-3	-40	0	4	2	1	CCOC(=O)c1cc(S(=O)(=O)N2CCc3cc(OC)c(OC)cc3C2C)cn1C (centres undefined)
/	-4	-1	/	0	0	2	0	CCOC(=O)c1cc(S(=O)(=O)N(C)Cc2ccco2)cn1C
0	0	-2	16	7	6	8	3	COc1ccccc1Nc1ncc(C(=O)N2CCN(c3cccc(C)c3C)CC2)c2ccccc12
-20	2	0	-4	-4	-3	4	8	CCOC(=O)c1c(S(=O)(=O)NCC(=O)Nc2ccccc2F)c(C)n(C)c1C
32*	-5	8	-5	-5	6	1	6	COc1cccc(-c2noc(NCCc3ccc(SC)cc3)n2)c1

# Of the compounds above, these have a thiophene ring, fused or not.
USP28 block	USP17 inh	USP10 inh	USP30 block	OTUD3 block	UCHL1 inh	USP7 inh	USP8 block	Structure
-16	-1	0	-10	-6	-2	-5	-6	Cc1ccc2scc(CC(=O)N3CCCC(c4[nH]nc5nccnc45)C3)c2c1 (centres undefined)
-7	1	18	-29	-4	0	5	27	CC(C)Cc1csc2c1c(=O)n(C)c(=O)n2CC(=O)NCc1ccccc1

# Further structures:
USP28 block	USP17 inh	USP10 inh	USP30 block	OTUD3 block	UCHL1 inh	USP7 inh	USP8 block	Structure
11	/	5	28	16	5	5	15	O=C(NC(c1ccc(F)cc1)c1nnc(-c2ccccc2)o1)c1ccccc1F (centres undefined)
0	-4	-7	-36	14	-3	2	-11	Cc1onc(-c2ccccc2)c1CNS(=O)(=O)c1cccc2nonc12
7	-29	-1	7	-1	-1	-2	-189	O=C(NCc1cccc(Cl)c1)c1cnn(-c2ccc(Cl)cc2)c1C1CCNCC1
-4	-9	0	9	0	2	-15	3	COc1ccc(N(CC(=O)Nc2cccc(C)c2C)S(=O)(=O)c2c(C)n[nH]c2C)cc1
17	-2	-5	21	15	0	1	-88	COc1ccc(C2c3c(C)nn(-c4ccccc4)c3Oc3ncn4nc(-c5ccc6ccccc6n5)nc4c32)cc1OC (centres undefined)
9	-1	0	1	11	1	-17	1	COc1cc(C(=O)OC2CCOC2=O)ccc1OCc1ccccc1 (centres undefined)
-1	-24	-8	-51	-18	-5	0	-17	Cc1oc(-c2ccc(NC(=O)C3CCCO3)cc2)nc1Cn1cccn1 (centres undefined)
14	/	1	27	14	1	7	24	Cc1ccc(CNc2nc3nc(C)c(CCC(=O)N4CCCCC4)c(=O)n3[nH]2)cc1
-7	-2	0	-4	-6	0	3	4	O=C(NC1CC1)c1nc(Cn2c(C(F)(F)F)nc3ccccc32)no1
